ROC1-CUL1 inh = inhibitors of human ROC1-CUL1 ubiquitin ligase activity; in vitro K48 di-Ub FRET, acceptor:donor ratio, 45 min; AID 1347404, 2020; inhibition, % at 10 µM; 140,000 compounds, 0.6% hits; E3 ubiquitin-protein ligase RBX1 (Homo sapiens) + Cullin-1 (Homo sapiens), P62877+Q13616; in the data active means inhibition above about 25%
Target sequence (P62877 whole entry, looked up): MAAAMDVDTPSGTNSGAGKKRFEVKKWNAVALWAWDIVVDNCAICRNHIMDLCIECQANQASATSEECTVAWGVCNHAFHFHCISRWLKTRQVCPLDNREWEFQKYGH
Target sequence (Q13616 whole entry, looked up): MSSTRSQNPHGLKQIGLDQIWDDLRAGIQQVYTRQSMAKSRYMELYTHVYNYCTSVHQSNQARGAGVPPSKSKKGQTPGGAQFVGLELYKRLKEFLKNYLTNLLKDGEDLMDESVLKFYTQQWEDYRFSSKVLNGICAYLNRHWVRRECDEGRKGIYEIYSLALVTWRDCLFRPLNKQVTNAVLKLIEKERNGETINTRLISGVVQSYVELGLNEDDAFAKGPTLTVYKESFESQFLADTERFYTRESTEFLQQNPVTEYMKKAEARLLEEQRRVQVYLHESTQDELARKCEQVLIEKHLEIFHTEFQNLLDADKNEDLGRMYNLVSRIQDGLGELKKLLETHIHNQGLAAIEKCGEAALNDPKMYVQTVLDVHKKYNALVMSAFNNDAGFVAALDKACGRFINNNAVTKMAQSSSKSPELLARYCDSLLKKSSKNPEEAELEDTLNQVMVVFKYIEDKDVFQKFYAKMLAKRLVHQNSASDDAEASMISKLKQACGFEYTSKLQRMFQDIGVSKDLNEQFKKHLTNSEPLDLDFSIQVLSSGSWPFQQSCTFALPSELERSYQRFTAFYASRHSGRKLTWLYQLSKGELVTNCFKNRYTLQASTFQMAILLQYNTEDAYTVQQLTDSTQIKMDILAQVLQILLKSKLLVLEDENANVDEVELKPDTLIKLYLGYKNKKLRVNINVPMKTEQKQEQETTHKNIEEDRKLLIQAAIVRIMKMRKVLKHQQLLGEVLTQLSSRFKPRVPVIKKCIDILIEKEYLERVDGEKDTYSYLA
* hit, by the source's call. Only part of the results is shown. The share of hits here may be higher or lower than overall.

ROC1-CUL1 inh,smiles
7,COC(=O)CCNC(=O)Cc1c2c(n(CC(C)C)c1C)CC(C)(C)CC2=O
-9,COC(=O)c1cn(C)c2ccccc12
-5,COc1cc(NC(=S)NCCCN2CCOCC2)c(OC)cc1Cl
1,CCc1ccccc1NC(=O)CSC1=Nc2ccccc2C2=NC(Cc3ccccc3)C(=O)N12 (stereo not given)
6,CCNC(=O)Cn1nc(C)n2c(cc3c(OC)cccc32)c1=O
-2,Fc1ccccc1CSc1nnc2c(n1)OC(c1cccnc1)Nc1ccccc1-2 (stereo not given)
-11,CSc1nnc(-c2nc(-c3ccccc3)cc(-c3ccccc3)n2)n1-c1ccccc1
-2,O=C(c1ccco1)N1CCN(Cc2ccccc2OCC(O)CN2CCCCC2)CC1 (stereo not given)
-12,CCc1ccc(NC(=O)Cn2c(=O)c(CNc3ccccc3)cc3cc(OC)c(OC)cc32)cc1
-11,Cc1ccc(OC(=O)c2ccc(Br)o2)cc1C
2,c1ccc(-c2cc3nccc(-c4nc5ccccc5s4)n3n2)cc1
9,O=[N+]([O-])c1ccc(C=Nc2ccc(Br)cc2)s1
-5,Cc1nc(-c2ccccc2)sc1-c1csc(N)n1
1,COc1ccc(N2CCN(C(=O)COc3ccc(F)cc3Cl)CC2)cc1
-8,Cc1n[nH]c(C)c1Sc1ccccc1N=Cc1ccccc1O
2,O=C(Nc1cc(-c2nc3cc(Cl)ccc3o2)ccc1Cl)c1cccc2ccccc12
-4,NC(=O)c1c(O)nc(-c2ccccc2)[nH]c1=O
4,Cc1cc2n(c(=O)c1C#N)CCC21OCCO1
0,CCOC(=O)N1CCN(Cc2nc3cc(NC(=O)c4ccc([N+](=O)[O-])cc4)ccc3n2C(C)C)CC1
4,CCc1ccc(C2CC(=O)N(c3cccc(C(F)(F)F)c3)C3=C2C(=O)OC3)cc1 (stereo not given)
-12,Cc1onc(-c2ccccc2Cl)c1C(=O)N=C1CC(=O)N(C)C(=O)N1C
7,CC(C)(C)C(=O)N1CCCC1c1ccc(C(=O)N2CCOCC2)s1 (stereo not given)
8,CCCCOc1ccc(C2C(C(=O)c3ccc4c(c3)CC(C)O4)C(=O)C(=O)N2CCCN(C)C)cc1 (stereo not given)
-4,Cn1c(C(=O)NC2CCS(=O)(=O)C2)cc2c(=O)n3ccccc3nc21 (stereo not given)
8,Cn1c(SCCC(=O)O)nc2ccccc21
-11,COC(=O)c1cnn(-c2cc(Oc3ccccc3)nc(C)n2)c1C
4,COc1ccc(C(=O)CSc2nc3ccc(Cl)cc3[nH]2)c(O)c1
-1,CC1=NN(CC(C)C)c2nc3c(c(=O)n(CC(C)C)c(=O)n3C)n2C1
-13,CCC(=O)N1c2ccccc2CC1C(=O)NCCc1ccccc1C (stereo not given)
-2,CCOC(=O)c1cc(-c2ccc(/C=C3/C(=O)NN(c4ccccc4)C3=O)o2)ccc1Cl
0,Cc1ccc(N2C(=O)NC(=O)C(C=Nc3ccccc3O)C2=O)cc1C (stereo not given)
-10,CCCN(C(=O)Cn1cc(S(=O)(=O)N2CCN(c3ccccc3F)CC2)c2ccccc2c1=O)c1cccc(C)c1
-12,Cc1c(S(=O)(=O)c2cccc(Cl)c2)nnn1-c1cccc(C(F)(F)F)c1
4,COc1ccc(C2CC(=O)NC3=C2C(=O)CCC3)cc1 (stereo not given)
-2,O=C(NC1CC(=O)N(c2ccc(F)cc2)C1)c1cccs1 (stereo not given)
-3,CC(C)C(=O)Nc1nnc(SCc2cc(=O)n3ccccc3n2)s1
2,O=C(Cc1ccc(Br)cc1)N1CCC2(CC1)OCCO2
-4,COc1ccc(CNC(=O)CCCc2nnc3n(C(C)C)c(=O)c4sccc4n23)cc1
-17,COc1ccc(NC(=O)CCNS(=O)(=O)c2cccc3nsnc23)cc1Cl
1,CC1=NN(C)c2nc3c(c(=O)n(Cc4ccccc4)c(=O)n3C)n2C1
2,CN1CCN(c2ncnc3sc4c(c23)CCCC4)CC1
-2,Cc1cccc(Sc2c([N+](=O)[O-])ncn2C)c1
-3,O=C(Nc1nc2c(Cl)c(Cl)ccc2s1)c1ccc(Br)o1
1,Cc1ccc(CNC(=O)c2cc3c(=O)n(Cc4cccnc4)ccc3nc2C)cc1
0,CCN(C(=O)c1cc2c(=O)oc3ccc(C)cc3c2s1)c1ccccc1F
-6,COc1ccc(CCc2nnc(CCC(=O)N3[C@H](C)CCC[C@@H]3C)o2)cc1
-1,COc1ccc(CCNC(=O)C(=O)NCC(c2ccco2)S(=O)(=O)c2ccc(F)cc2)cc1 (stereo not given)
-5,Cc1ccc(NC(=O)N2CCN(C(=O)c3nsc4ccccc34)CC2)cc1C
4,Cc1cc(C(=O)CN2CCOCC2)c(C)n1-c1ccc(Br)cc1
-4,Cc1ccc(CNC(=O)C2CCCN(c3nc4c(C)cc(C)cc4s3)C2)cc1 (stereo not given)
3,Fc1cc2ncc(-c3ccccc3)nc2cc1F
-2,CCc1ccc2nc(N3CCC(C(=O)NCCC(C)C)CC3)sc2c1
-1,CS(=O)(=O)N1CCc2cc(C(=O)Nc3ccc(Cl)cc3)ccc21
-1,CC1(C)CC2(C)CC(O)(C1)C13CCC(C)(C)CC1(C2)O3 (stereo not given)
10,COc1ccc(CN2CCC(N3CCCC(C(=O)NC4CC4)C3)CC2)cc1 (stereo not given)
-7,CCCCOc1ccc(C2CC(=O)C3=C(C2)c2c(ccc4ccccc24)NC3c2ccc(OC)c(OC)c2)cc1 (stereo not given)
4,CCOC(=O)c1ccc(NC(=O)CSc2nc(-c3cccs3)cc(C(F)(F)F)c2C#N)cc1
10,N#CCSc1nc(SCC#N)c2c3c(sc2n1)CCC3
3,CCOc1ccc(NC(=O)Cn2nc(Cc3ccncc3)c3ccccc3c2=O)cc1
-6,COC(=O)C(CC(=O)c1ccc(Br)cc1)(Cc1ccc(Br)cc1)C(=O)OC

Sorted by SMILES length (falling): 3 of the compounds above.
ROC1-CUL1 inh,smiles
-7,CCCCOc1ccc(C2CC(=O)C3=C(C2)c2c(ccc4ccccc24)NC3c2ccc(OC)c(OC)c2)cc1 (stereo not given)
4,Cc1cc(C(=O)CN2CCOCC2)c(C)n1-c1ccc(Br)cc1
-2,Cc1cccc(Sc2c([N+](=O)[O-])ncn2C)c1

Carrying on:
ROC1-CUL1 inh,smiles
11,CC(Oc1ccc(F)cc1)C(=O)NC1CCCCCC1 (stereo not given)
0,CSC(=NC#N)N1CCN(Cc2nc[nH]c2C)CC1
-8,CCCCN1C(=O)NC(NC(=O)c2cccc(Cl)c2)(C(F)(F)F)C1=O (stereo not given)
2,O=C(CN1CCN(Cc2ccc3c(c2)OCO3)CC1)Nc1ccc2c(c1)OCO2
-1,Cc1cccc(C(=O)Nc2nnc(SCc3ccc(Br)cc3)s2)c1
-3,CCCS(=O)(=O)N1CCCC(CNC(=O)c2ccccc2Cl)C1 (stereo not given)
-2,CC1CN(c2ccccc2)CCN1C(=O)CC1(c2ccccc2Cl)CC(=O)N(CCN(C)C)C1=O (stereo not given)
5,Cc1c(Br)c(C(N)=O)nn1C
9,O=C(/C=C1/Sc2ccccc2N1Cc1ccccc1)c1ccncc1
-7,CC(C)C(=O)NN1c2ccccc2CCc2ccccc21
-4,COc1ccc(-c2onc(C)c2C)cc1S(=O)(=O)NC1CCC(C)CC1 (stereo not given)
2,CCc1ccc(S(=O)(=O)N(C(=O)c2ccncc2)c2ccc3oc(C)c(C(=O)OC)c3c2)cc1
-4,c1cc2c(s1)CCN(c1nc3nonc3nc1N1CCOCC1)C2
0,O=C1C(=O)N(c2ccccc2)C(=Nc2ccccc2)C(=Nc2ccccc2)N1c1ccccc1
2,COc1ccc(NC(=O)Cn2c(=O)n(Cc3ccc4c(c3)OCO4)c(=O)c3ccc(C(=O)NC4CCCCC4)cc32)cc1
12,CCOC(=O)c1oc2c(CN3CCOCC3)c(-c3ccccc3)cc(O)c2c1C
-2,CC(C)Cc1noc(-c2ccc(NCCc3cscn3)nc2)n1
3,c1ccc(COc2nnnn2-c2ccccc2)cc1
13,CCOc1ccc(/C=C2/SC(=Nc3ccccc3O)NC2=O)cc1
4,CSc1ncc(CNCc2ccc3c(c2)OCO3)c(N)n1
7,Cc1cccc(C(=O)NCCCN2CCN(CCCNC(=O)c3cccc(C)c3)CC2)c1
0,CCCCC(CC)C(=O)Nc1ccccc1OCC (stereo not given)
6,COc1ccc(CCNC(=O)c2cc3c(=O)n(C)c4ccccc4c3s2)cc1OC
2,Cc1cccc(C)c1NC(=O)CSc1nnc(CNC(=O)c2ccccc2F)n1C
-10,O=C1CC(c2ccc(F)cc2)C2C(=O)Nc3nc4ccccc4n3C2=N1 (stereo not given)
-8,C=Cc1ccc(Cn2c(C(=O)OC)cc3sc(C)cc32)cc1
-2,C/C(=N/N1CCN(Cc2cccc3ccccc23)CC1)c1ccc(Br)cc1
2,Cc1ccc(S(=O)(=O)CCC(CCS(=O)(=O)c2ccc(C)cc2)c2ccccc2)cc1
6,COc1cccc(-c2ccc3c(N)c(C(=O)Nc4ccccc4C)sc3n2)c1
-2,CCc1cccc(CC)c1NC(=O)CSc1nc2ccc(NC(=O)Cc3cccc4ccccc34)cc2s1
-2,CCCCn1cc(S(=O)(=O)c2ccc(OC)cc2)c(=O)c2cc(F)c(F)cc21
-7,OC(COCc1ccccc1)Cn1cnc2ccccc21 (stereo not given)
14,Cc1ccc2nc(-n3ncc(-c4ccccc4)c3N)sc2c1
-6,COc1ccc(CCNC(=O)COc2ccc(S(=O)(=O)NCc3ccccc3)cc2)cc1OC
10,CC1(C)CC(=O)C2=C(C1)NC(=O)CC2c1ccc(F)c(F)c1 (stereo not given)
-3,CCC1C(N2CCC(C(=O)NCc3ccc(N(C)C)cc3)CC2)NS(=O)(=O)C1c1ccc(C)cc1 (stereo not given)
45*,O=C1NN(c2ccc(I)cc2)C(=O)/C1=C\c1ccc(-c2ccc(Br)cc2C(=O)O)o1
8,CCOc1ccc(C(=O)Nc2ccc3nc4c(c(Nc5ccccc5OC)c3c2)CCCC4)cc1
-5,CN(CCc1ccccc1)[C@@H]1c2ccccc2C2(CCNCC2)[C@H]1O
-6,O=C(CC(c1cccc(Cl)c1)c1ccccc1O)N1CCOCC1 (stereo not given)
-5,Cc1scc(CN2CCN(c3ccc(F)cc3)CC2)c1C
2,COc1ccc(S(=O)(=O)NC2CC2)cc1C(=O)N1CCCC1
9,CCC1=NN2C(=N)/C(=C/c3ccc(OCCOc4cccc(OC)c4)cc3)C(=O)N=C2S1
11,O=c1c2ccccc2[nH]c(=S)n1-c1ccc(-c2n[nH]c(=S)o2)cc1
3,CC(C)C1=NN2C(=N)/C(=C/c3ccccc3OCc3ccccc3Cl)C(=O)N=C2S1
-1,COc1ccc(S(=O)(=O)c2c(C(=O)c3ccc(C)c(C)c3)cnc3ccc(F)cc23)cc1
6,Cn1c(=O)c2[nH]c(N3CCOCC3)nc2n(C)c1=O
4,Cn1c(=O)c2c(nc3n(-c4cccc(Cl)c4)c(-c4ccc(F)cc4)cn23)n(C)c1=O
8,Cc1cc(C(=O)N2CCC(Oc3ccc(C(=O)NCCN(C)C)cc3Cl)CC2)no1
5,c1ccc(-c2nnc(-c3ccccn3)nn2)nc1
4,CCNC(=S)NNC(=O)c1ccc(Cn2cc([N+](=O)[O-])cn2)cc1
-2,O=C(CN1CCN(Cc2ccc(F)cc2Cl)S1(=O)=O)Nc1ccc(F)cc1
5,CN(C)c1cc[n+](CC2=NC(=O)NC(=O)C2)cc1
5,Clc1ccc2c(c1)CCc1cccnc1C2N1CCNCC1 (stereo not given)
4,CCCOc1ccc(C(NC(=O)c2ccccc2F)NC(=O)c2ccccc2F)cc1OC
-5,O=C(Cn1c(=O)c2ccccc2n(CC(=O)Nc2ccc(F)cc2)c1=O)NCCc1ccccc1
3,OCc1cc(Cl)c(OCc2ccccc2F)c(Cl)c1
4,O=C(Cn1cnc2ccc(Br)cc2c1=O)c1cccs1
5,Cn1ccnc1SCC(=O)Nc1ccc(Br)cc1
-2,O=C(Cn1cnc2ccccc2c1=O)c1cccs1

Rewritten in markdown: entries from further up
| Structure | ROC1-CUL1 inh |
| --- | --- |
| OCc1cc(Cl)c(OCc2ccccc2F)c(Cl)c1 | 3 |
| CCCOc1ccc(C(NC(=O)c2ccccc2F)NC(=O)c2ccccc2F)cc1OC | 4 |
| c1ccc(-c2nnc(-c3ccccn3)nn2)nc1 | 5 |
| CC(C)C1=NN2C(=N)/C(=C/c3ccccc3OCc3ccccc3Cl)C(=O)N=C2S1 | 3 |

Further entries follow.
ROC1-CUL1 inh,smiles
1,O=C(NC(c1ccccc1)c1ccccc1)c1cc(-c2ccccc2Cl)nc2ccccc12
-2,COc1ccccc1OCC(=O)Nc1sc2c(c1C(=O)NCc1cccnc1)CCCC2
-10,COc1ccc(OCc2nnc(SCC(=O)Nc3sc4c(c3C#N)CCCC4)n2-c2ccccc2)cc1
-6,CSc1ccc(CCNC(=O)c2ccc(-n3c(C)cc4c3CCCC4)cc2)cc1
-6,C1CCC(C2C3CC(CC4CCCNC43)C3CCCCN32)NC1 (stereo not given)
-1,O=C(O)COc1c(Cl)cc(CO)cc1Cl
-1,Cc1ccc(-c2nc3ccc(Br)cn3c2Nc2ccc3c(c2)OCO3)o1
3,CCn1cc(C(=O)N2CCN(c3ccccc3)CC2)c(=O)c2cc(S(=O)(=O)N3CCC(C)CC3)ccc21
3,O=[N+]([O-])c1cc(C(F)(F)F)ccc1Oc1cccnc1[N+](=O)[O-]
-7,Nc1c(-c2ccccc2)c(-c2ccccc2)nn1-c1ccccc1
10,COc1ccc(-n2c(C)c(C(C)=O)c3cc(OC(=O)COc4ccccc4)ccc32)cc1

Of the compounds above, 3 have a COOH group:
ROC1-CUL1 inh,smiles
8,Cn1c(SCCC(=O)O)nc2ccccc21
45*,O=C1NN(c2ccc(I)cc2)C(=O)/C1=C\c1ccc(-c2ccc(Br)cc2C(=O)O)o1
-1,O=C(O)COc1c(Cl)cc(CO)cc1Cl

Source: PubChem BioAssay (Icahn School of Medicine at Mount Sinai)
